Bioassay records: PubChem BioAssay, National Center for Advancing Translational Sciences (NCATS)
TCR activator: Activators of T cell receptors: qHTS campaign; primary human leukocytes, anti-CD3, IL-2 HTRF, 48 h; Potency, µM (titrated, usually from 9.22 µM), without a hit: top-dose activation of IL-2 secretion, most hits filed as activators; 330,000 tested, under 10 active; AID 504894, 2011; note: % of control where 0% means no effect
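Primary human leukocytes receive a-CD3 beads and test compound and are incubated 48 hr. Secreted IL-2 is then assayed by HTRF, measuring 665nm acceptor emission after 320nm excitation of the europium donor.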
TSHR antagonist: Antagonists of the Thyroid Stimulating Hormone Receptor: HTS campaign; AID 504810, 2011; TSHR-expressing cells, TSH-stimulated cAMP HTRF, 2 h; hits give low values; Thyrotropin receptor (Homo sapiens), P16473; activity change, negative = inhibition, % at 11.5 µM; 330,000 tested, 0.2% active;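 active = activity change below a set negative limit, meaning inhibition stronger than a set level, cut at about -70% in these data; inconclusive = activity change between two set negative limits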; note: % is set by controls: 0 for no effect and ±100 for the full control effect
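TSHR-expressing cells, 200/well, pre-treated with compound, then stimulated with EC80 TSH (4nM final) for 2 hours at 37 deg C. cAMP measured by competitive HTRF: anti-cAMP cryptate antibody in lysis buffer plus cAMP-d2, read after 30 minutes at room temperature.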
ELG1 DNA repair: qHTS screen for small molecules that inhibit ELG1-dependent DNA repair in human embryonic kidney (HEK293T) cells expressing luciferase-tagged ELG1 | HEK293T ELG1-luciferase reporter, luminescence, 16 h; DNA damage induced by 5-fluorouridine | 330,000 tested, 2.3% active | Potency, µM (highest dose often 46.1 µM), for inactives: at the highest dose activity change, negative = inhibition, actives largely listed as inhibitors; note: potency is the fitted concentration of half-maximal effect; % is set by controls: 0 for no effect and ±100 for the full control effect; nearly all actives have a fitted effect of over 55% in size
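Reporter activity after DNA damage by 5-fluorouridine is monitored. Compound-treated cells incubate 16 hr at 37 °C, then ONE-Glo is added for 30 min before luminescence reading.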
Mito fusion yeast: qHTS Assay for Small Molecule Inhibitors of Mitochondrial Division or Activators of Mitochondrial Fusion; 320,000 tested, 0.23% active; S. cerevisiae fusion-defective mutant growth rescue, CellTiterGlo 48 h; Potency, µM (series often up to 46.1 µM), without a hit: at the top dose growth rescue (activation), most hits filed as activators;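 note: potency is the fitted concentration of half-maximal effect; % of control where 0% means no effect; nearly all actives have a fitted effect of over 45% in size; temperature-sensitive fusion mutants such as fzo1-1 at 37 °C on non-fermentable ethanol glycerol medium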
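Yeast fusion mutant, YPEG (non-fermentable carbon), compound, 48 h at 37C non-permissive; CellTiterGlo added, 10 min RT, luminescence read. Rescued growth = division inhibition.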
AT treatment: qHTS Assay for Identifying a Potential Treatment of Ataxia-Telangiectasia. […] A-T fibroblasts, KAP-1 phosphorylation AlphaLISA; neocarzinostatin DNA damage 30 min before lysis. Potency, µM (doses to about 57.5 µM), inactives show at the top dose activation, usual class: activators. 320,000 tested, 0.19% active. AID 485349, 2010; note: potency is the fitted concentration of half-maximal effect; % of control where 0% means no effect; nearly all actives have a fitted effect of over 45% in size
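hTERT-immortalized A-T patient fibroblasts ([…]), 500 cells/well in OPTI-MEM, 1% FBS, got compounds for 60 min, then NCS for 30 min at 37C. Lysates were then assayed for phospho-KAP-1 by AlphaLISA (anti-pKAP1 donor, anti-KAP1 acceptor beads), 6 hr at 25C.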
KCNH2 3.1 inh: qHTS for Inhibitors of KCHN2 3.1: Mutant qHTS; Potassium voltage-gated channel subfamily H member 2, brain isoform KCNH2 3.1 (human); U2OS KCNH2 3.1, thallium flux FluxOr; hits give low values; activity change, % (tested at about 1.8 µM); 340,000 tested, 0.95% active; AID 720553, 2013;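 active = maximum activity change below -70%; inconclusive = maximum activity change from -70% to -50%; inactive = maximum activity change above -50%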;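 note: thallium influx rate constant from kinetic fluorescence after stimulation buffer; % is set by controls: 0 for no effect and ±100 for the full control effect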
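We transduce U2OS cells with the mutant 3.1 virus, culture them overnight, load FluxOr with Red40 quencher for 45 min, then add stimulation buffer and read kinetically for 2 min to derive a normalized rate constant.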
KCNH2 WT inh: qHTS for Inhibitors of KCHN2 3.1: Wildtype qHTS; U2OS, BacMam KCNH2, thallium flux FluxOr; hits give low values; activity change, % at 1.84 µM; 340,000 tested, 0.37% active; AID 720551, 2013;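 active = maximum activity change below -70%; inconclusive = maximum activity change between -70% and -50%; inactive = maximum activity change above -50%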; note: % is set by controls: 0 for no effect and ±100 for the full control effect
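U2OS cells transduced with wild-type KCNH2 virus are loaded with FluxOr dye for 45 min, and thallium flux is measured in kinetic reads before and after stimulation buffer. Rate constants are normalized to DMSO controls.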
USP2a block: qHTS Assay for Inhibitors of Ubiquitin-specific Protease USP2a Using CHOP2 as the Reporter. Ubiquitin carboxyl-terminal hydrolase 2 (Homo sapiens), O75604. Potency, µM (titrated, usually from 38.3 µM), for inactives: top-dose activity change, negative = inhibition, hits mostly inhibitors. 330,000 tested, 0.01% active. USP2 core, Ub-CHOP2 coupled fluorogenic reporter, 485/531;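 note: potency is the fitted concentration of half-maximal effect; plate controls were DMSO wells for no effect and full inhibition by NEM control for full effect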
Target sequence (O75604 whole entry, looked up): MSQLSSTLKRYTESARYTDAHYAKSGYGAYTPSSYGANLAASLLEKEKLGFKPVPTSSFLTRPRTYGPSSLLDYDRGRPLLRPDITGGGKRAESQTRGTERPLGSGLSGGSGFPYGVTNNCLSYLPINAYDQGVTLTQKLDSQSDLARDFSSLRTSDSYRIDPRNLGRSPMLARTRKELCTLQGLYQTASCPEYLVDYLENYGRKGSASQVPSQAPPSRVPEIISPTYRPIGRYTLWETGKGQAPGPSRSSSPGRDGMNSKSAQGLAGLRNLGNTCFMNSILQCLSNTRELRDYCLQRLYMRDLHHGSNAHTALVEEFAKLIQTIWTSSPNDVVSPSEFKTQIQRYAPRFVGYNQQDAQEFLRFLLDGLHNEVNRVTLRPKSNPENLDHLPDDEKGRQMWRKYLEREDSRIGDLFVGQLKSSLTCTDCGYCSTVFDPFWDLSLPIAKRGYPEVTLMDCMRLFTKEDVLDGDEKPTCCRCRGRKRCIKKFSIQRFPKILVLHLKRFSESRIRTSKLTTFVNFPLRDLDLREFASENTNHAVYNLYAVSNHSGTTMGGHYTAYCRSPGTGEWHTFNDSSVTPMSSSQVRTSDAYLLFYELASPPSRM
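USP2 core (10nM final) preincubated 30min RT with compound in 20mM Tris-HCl pH 8.0, 2mM CaCl2, 2mM beta-mercaptoethanol, 0.05% CHAPS; 25nM Ub-CHOP2 plus 25nM reporter substrate added, fluorescence (Ex485/Em531) read after 60min.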
TRPV1 ag: HTS Assay for Compounds that Act as Agonists of the Vanilloid Receptor 1. Transient receptor potential cation channel subfamily V member 1 (Homo sapiens), Q8NER1. TRPV1-expressing cells, Fluo-8 calcium influx, agonist mode. activation, % at 8.33 µM. 320,000 tested, 0.19% active. AID 540275, 2011; in the data active = activation above about 80%; inconclusive = between about 30% and that limit; note: 0% is about no effect
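Fluo-8 calcium influx in TRPV1-expressing cells, kinetic read (ex 480/em 520 nm). Compound added and read 3 min for agonist activity, followed by capsaicin at EC20 final and 2 min further read for enhancement.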
Eya2 inh: qHTS Assay for Inhibitors of the Phosphatase Activity of Eya2 | Protein phosphatase EYA2 (Homo sapiens), O00167 | recombinant Eya2, OMFP fluorescence dephosphorylation (OMFP is methylfluorescein phosphate) | Potency, µM (titrated, usually from 76.9 µM), for the others: at the top dose activity, negative = inhibition, most hits filed as inhibitors | 330,000 tested, 0.006% active | AID 488837, 2010; note: potency is the fitted concentration of half-maximal effect; % is set by controls: 0 for no effect and ±100 for the full control effect
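Eya2 protein (added as 0.2 uM solution) was preincubated with compound for 10 min at ambient temperature in 50 mM HEPES pH 7.5, 50 mM NaCl, 5 uM MgCl2, 0.05% BSA, 1 mM DTT. OMFP (added at 50 uM) then reacted 10 min; fluorescence read at 485/525 nm.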
Starred values were filed as active, the others as inactive; [ ] = remark or other dose. Unless noted, calls come from the whole dose curve; as a rule, active = well fitted curve in the direction sought with a large enough effect; inconclusive = small, poorly fitted or top-dose-only effect, or another doubt; inactive = no such curve, though single readings can be large; an effect the other way counts as inactive or inconclusive. Not all compounds are listed; rates above refer to the full screens.

What do the screens show for `Cc1cccc(CSc2nc3sc(C)c(C)c3c(=O)n2Cc2ccco2)c1`?
TCR activator: -2%; TSHR antagonist: -3; ELG1 DNA repair: -8%; Mito fusion yeast: 6%; AT treatment: 3%; KCNH2 3.1 inh: -12; KCNH2 WT inh: 1; USP2a block: 4%; TRPV1 ag: 1; Eya2 inh: -29%

What do the screens show for `COc1ccc(N(C(=O)CCl)C(C(=O)NC2CCCCC2)c2cccnc2)cc1` (configuration not stated)?
TCR activator: 2%; TSHR antagonist: 14; ELG1 DNA repair: 21µM*; Mito fusion yeast: 2%; AT treatment: 0%; KCNH2 3.1 inh: 1; KCNH2 WT inh: -1; USP2a block: 3%; TRPV1 ag: -1; Eya2 inh: 0%

How did O=C1CSC(c2ccccc2)N1Cc1ccccc1 (configuration not stated) do in these assays?
TSHR antagonist: -12; ELG1 DNA repair: -2%; Mito fusion yeast: 2%; AT treatment: -2%; USP2a block: 0%; TRPV1 ag: 6; Eya2 inh: -4%

What do the screens show for `CC(=O)C1(C)N(O)C(C)(C)C(c2cccs2)=[N+]1[O-]` (configuration not stated)?
TCR activator: -2%; TSHR antagonist: -20; ELG1 DNA repair: inconclusive; Mito fusion yeast: 14%; AT treatment: 2%; KCNH2 3.1 inh: 9; KCNH2 WT inh: 1; USP2a block: 1%; TRPV1 ag: inconclusive; Eya2 inh: 0%

What do the screens show for `CCN(CC)C(=O)COn1c(SCC(=O)N(CC)CC)nc2ccccc2c1=O`?
TCR activator: 2%; TSHR antagonist: 5; ELG1 DNA repair: -6%; Mito fusion yeast: -1%; AT treatment: 5%; KCNH2 3.1 inh: 17; KCNH2 WT inh: -5; USP2a block: 2%; TRPV1 ag: 0; Eya2 inh: -3%

What do the screens show for `O=C(NCc1cccnc1)C(=O)NCC1OCCN1S(=O)(=O)c1cc(F)ccc1F` (configuration not stated)?
TCR activator: 2%; TSHR antagonist: 19; ELG1 DNA repair: -3%; Mito fusion yeast: -2%; AT treatment: 1%; KCNH2 3.1 inh: -18; KCNH2 WT inh: -12; USP2a block: 0%; TRPV1 ag: -2; Eya2 inh: -4%

What do the screens show for `CCC(=O)N(CCc1ccccc1)Cc1cc2cc(C)ccc2[nH]c1=O`?
TCR activator: -2%; TSHR antagonist: -3; ELG1 DNA repair: 1%; Mito fusion yeast: 2%; AT treatment: 10%; KCNH2 3.1 inh: 1; KCNH2 WT inh: -8; USP2a block: 1%; TRPV1 ag: inconclusive; Eya2 inh: -6%

How did O=C(NCc1ccc(F)cc1)C1CCN(S(=O)(=O)N2CCOCC2)CC1 do in these assays?
TCR activator: 1%; TSHR antagonist: 7; ELG1 DNA repair: 8%; Mito fusion yeast: -5%; AT treatment: -2%; KCNH2 3.1 inh: -3; KCNH2 WT inh: 0; USP2a block: 1%; TRPV1 ag: -2; Eya2 inh: 12%

What do the screens show for `CCN(c1ccccc1)S(=O)(=O)c1ccc(OC)c(NC(=O)Cn2cnc3c2c(=O)n(C)c(=O)n3C)c1`?
TCR activator: -1%; TSHR antagonist: 0; ELG1 DNA repair: 6%; Mito fusion yeast: 7%; AT treatment: 1%; KCNH2 3.1 inh: 14; KCNH2 WT inh: 11; USP2a block: 2%; TRPV1 ag: 1; Eya2 inh: -7%

Results for CCc1ccc2oc(-c3cccc(N)c3)nc2c1 ?
TCR activator: 2%; TSHR antagonist: -4; ELG1 DNA repair: inconclusive; Mito fusion yeast: -9%; AT treatment: -4%; KCNH2 3.1 inh: 17; KCNH2 WT inh: 3; USP2a block: -2%; TRPV1 ag: 9; Eya2 inh: 2%

What do the screens show for `Cc1ccc(SCC2=NN(c3nc(C)cc(C)n3)C(=O)C2)cc1`?
TCR activator: 2%; TSHR antagonist: 4; ELG1 DNA repair: 18%; Mito fusion yeast: 3%; AT treatment: 0%; KCNH2 3.1 inh: -1; KCNH2 WT inh: -6; USP2a block: 4%; TRPV1 ag: -1; Eya2 inh: 20%

Results for CC1(C)CC(NC(=O)Cc2ccccc2)CC(C)(C)N1 ?
TCR activator: -3%; TSHR antagonist: 13; ELG1 DNA repair: -3%; Mito fusion yeast: -1%; AT treatment: 4%; KCNH2 3.1 inh: 7; KCNH2 WT inh: -2; USP2a block: 0%; TRPV1 ag: -3; Eya2 inh: 13%

What do the screens show for `Cc1cccc(C(=O)Nc2ccc(C(=O)/C=C/c3ccncc3)cc2)c1`?
TCR activator: 4%; TSHR antagonist: -32; ELG1 DNA repair: inconclusive; Mito fusion yeast: 1%; AT treatment: 14%; KCNH2 3.1 inh: -6; KCNH2 WT inh: -12; USP2a block: 1%; TRPV1 ag: 12; Eya2 inh: -15%

Results for Cc1cccc(NC(=O)Cc2ccc(-c3ccccc3)cc2)n1 ?
TCR activator: -8%; TSHR antagonist: -37; ELG1 DNA repair: -1%; Mito fusion yeast: 1%; AT treatment: -2%; KCNH2 3.1 inh: 3; KCNH2 WT inh: -5; USP2a block: 2%; TRPV1 ag: 9; Eya2 inh: -8%

Results for CCCn1c(N)c(N(CCOC)C(=O)c2ccc(-c3ccccc3)cc2)c(=O)[nH]c1=O ?
TCR activator: -4%; TSHR antagonist: -9; ELG1 DNA repair: 18%; Mito fusion yeast: 1%; AT treatment: 4%; KCNH2 3.1 inh: 9; KCNH2 WT inh: -9; USP2a block: -2%; TRPV1 ag: 0; Eya2 inh: inconclusive

Results for Cc1ccc(-c2ccc(=O)n(CC(=O)NCCCN3CCCCC3)n2)cc1 ?
TSHR antagonist: -1; ELG1 DNA repair: 5%; Mito fusion yeast: 0%; AT treatment: 4%; KCNH2 3.1 inh: inconclusive; KCNH2 WT inh: 13; USP2a block: 2%; TRPV1 ag: -4; Eya2 inh: 3%

Results for COc1ccc(S(=O)(=O)NCC(=O)NCc2cc(=O)n(C)c(=O)n2C)cc1 ?
TCR activator: 3%; TSHR antagonist: 3; ELG1 DNA repair: 0%; Mito fusion yeast: 0%; AT treatment: 5%; KCNH2 3.1 inh: 28; KCNH2 WT inh: 3; USP2a block: -2%; TRPV1 ag: 1; Eya2 inh: inconclusive

Results for Cc1cc(C)cc(C(=O)Nc2cc3c4c(c2)CC(=O)N4CCC3)c1 ?
TCR activator: 6%; TSHR antagonist: -16; ELG1 DNA repair: inconclusive; Mito fusion yeast: 7%; AT treatment: 0%; KCNH2 3.1 inh: -20; KCNH2 WT inh: 16; USP2a block: 0%; TRPV1 ag: -5; Eya2 inh: -12%

What do the screens show for `COc1ccc(C2=NOC(C(=O)N3CCCc4ccccc43)C2)cc1` (configuration not stated)?
TCR activator: 0%; TSHR antagonist: 35; ELG1 DNA repair: 14%; Mito fusion yeast: 11%; AT treatment: -13%; KCNH2 3.1 inh: 34; KCNH2 WT inh: 4; USP2a block: 0%; TRPV1 ag: 9; Eya2 inh: 5%

How did N#Cc1cc(NC(=O)c2ccc(F)cc2)c(=O)n2c1[nH]c1ccccc12 do in these assays?
TSHR antagonist: -10; ELG1 DNA repair: 6.5µM*; Mito fusion yeast: -2%; AT treatment: -5%; USP2a block: 0%; TRPV1 ag: 2; Eya2 inh: -9%

What do the screens show for `COc1ccc(CCNC(=O)CC2Oc3ccc(Cl)cc3NC2=O)cc1OC` (configuration not stated)?
TCR activator: -3%; TSHR antagonist: 18; ELG1 DNA repair: -25%; Mito fusion yeast: 3%; AT treatment: 0%; KCNH2 3.1 inh: -1; KCNH2 WT inh: -2; USP2a block: 1%; TRPV1 ag: -3; Eya2 inh: -6%

How did O=C(O)c1c2c(nc3ccc(S(=O)(=O)N4CCC(C(=O)NCc5ccc(Cl)cc5)CC4)cc13)CCCC2 do in these assays?
TCR activator: 4%; TSHR antagonist: 29; ELG1 DNA repair: -3%; Mito fusion yeast: 4%; AT treatment: -11%; KCNH2 3.1 inh: -2; KCNH2 WT inh: 0; USP2a block: 3%; TRPV1 ag: -2; Eya2 inh: -5%

What do the screens show for `Cn1c(SCC(=O)N2CCc3ccccc3C2)nnc1-c1ccncc1`?
TCR activator: 6%[46.1 µM]; TSHR antagonist: 3; ELG1 DNA repair: 3%; Mito fusion yeast: 0%; AT treatment: 5%; KCNH2 3.1 inh: 5; KCNH2 WT inh: -8; USP2a block: 1%; TRPV1 ag: -6; Eya2 inh: 3%
